hIAP activ – human IAP activation. purified human IAP, CDP-Star luminescence, 30 min; hits give high values; 1 = vehicle-only enzyme, 0 = enzyme-free background. activation factor at 10 µM. hit rate 0.16% among 330,000. AID 2524;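 active = activation factor of the enzyme at least 2-fold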; note: the source names both 10 and 20 µM as test concentration; values of inactives mirror those of a sister screen read the other way
Target sequence (P09923 whole entry, looked up): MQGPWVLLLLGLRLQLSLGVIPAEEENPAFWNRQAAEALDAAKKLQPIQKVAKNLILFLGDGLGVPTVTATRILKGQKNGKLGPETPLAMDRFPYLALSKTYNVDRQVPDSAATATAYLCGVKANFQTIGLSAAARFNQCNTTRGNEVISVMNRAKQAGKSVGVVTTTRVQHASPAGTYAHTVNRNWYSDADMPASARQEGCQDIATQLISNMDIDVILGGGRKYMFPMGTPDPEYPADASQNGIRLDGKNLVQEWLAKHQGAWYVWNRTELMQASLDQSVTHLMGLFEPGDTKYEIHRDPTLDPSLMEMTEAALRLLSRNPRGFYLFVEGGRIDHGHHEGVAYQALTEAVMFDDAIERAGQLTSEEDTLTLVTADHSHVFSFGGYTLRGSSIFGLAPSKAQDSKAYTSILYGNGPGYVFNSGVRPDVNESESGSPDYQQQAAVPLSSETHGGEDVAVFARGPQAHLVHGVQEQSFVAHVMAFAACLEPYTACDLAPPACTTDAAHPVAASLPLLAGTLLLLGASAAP
SENP8 block – SENP8 (human) protease inhibition; recombinant SENP8, Nedd8 substrate fluorescence; inhibition, % at 20 µM; hit rate 0.64% among 360,000; AID 602440; in the data active = inhibition mostly above about 40%, no sharp cut-off; inactive = mostly below about 27%
SENP1 inh – blocks the human SENP1 SUMO protease catalytic domain | Q9P0U3 | recombinant SENP1 catalytic domain, CyPet-SUMO1-YPet FRET cleavage | inhibition, % at 10 µM | hit rate 0.21% among 360,000;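 active = inhibition at least 30% at 10 µM, raw YFP signal under a set limit, fluorescence ratio 0.5 to 1.5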;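 note: 0% = enzyme with DMSO and 100% = no enzyme wells; some results filed as inactive read as strong as hits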
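Controls: no-enzyme wells low, DMSO-plus-enzyme wells high control. Test system: human recombinant His6-tagged SENP1 catalytic domain enzyme. Reagent: SFCypet-SUMO1-SFYpet FRET protein substrate, 25 nM final. Doses: one dose per compound, 10 µM, 0.5% DMSO. Detection: FRET, CFP and YFP emission. Timing: 50 min reaction at room temperature.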
SENP6 block – SENP6 protease inhibition. hit rate 1.8% among 330,000. Recombinant SENP6 catalytic domain, aminoluciferin luminescence. AID 2599. inhibition, % at 10 µM. Q9GZR1;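 active = inhibition above about 50% at the single tested dose, limit read from the data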;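 note: plate controls were DMSO wells with enzyme for no effect and DMSO wells lacking enzyme for full effect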
GRIN3A LBD mod – modulates the human NR3A ligand-binding domain; NR3A LBD differential scanning fluorimetry, Tm shift; 0% = protein alone, 100% = glycine-bound protein; Tm shift relative to glycine control, % at 25 µM; hit rate 2.5% among 340,000; AID 1259313;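 active = melting temperature shift of at least 10% of the positive control shift, at one fixed dose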
PfG6PD inh – PfG6PD (Plasmodium falciparum) enzyme inhibition; AID 504690; PfGluPho enzyme, NADPH resazurin-diaphorase fluorescence; inhibition, % at 20 µM; hit rate 0.78% among 350,000;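 active = inhibition reaching at least a set limit at 20 µM in the primary screen, cut at about 59% in these data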;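 note: 0% = DMSO wells with substrate and 100% = DMSO wells lacking glucose-6-phosphate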
MPTP inh – permeability transition pore inhibition. isolated mouse mitochondria, Ca2+ swelling absorbance, 30 min. inhibition, % at 10 µM. hit rate 1.4% among 360,000;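 active = inhibition of 50% or more, scaled per plate between neutral and stimulator controls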;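 note: 0% = DMSO wells given calcium and 100% = 1 mM EGTA wells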
ATG4B inhibitor – blocks human ATG4B protease cleavage of LC3 substrate; inhibition, % at 8.33 µM; hit rate 0.51% among 340,000; ATG4B cleavage of LC3-PLA2, NBD-HPC fluorescence, 1 h; Q9Y4P1; in the data active = inhibition above about 40%
Target sequence (Q9Y4P1 whole entry, looked up): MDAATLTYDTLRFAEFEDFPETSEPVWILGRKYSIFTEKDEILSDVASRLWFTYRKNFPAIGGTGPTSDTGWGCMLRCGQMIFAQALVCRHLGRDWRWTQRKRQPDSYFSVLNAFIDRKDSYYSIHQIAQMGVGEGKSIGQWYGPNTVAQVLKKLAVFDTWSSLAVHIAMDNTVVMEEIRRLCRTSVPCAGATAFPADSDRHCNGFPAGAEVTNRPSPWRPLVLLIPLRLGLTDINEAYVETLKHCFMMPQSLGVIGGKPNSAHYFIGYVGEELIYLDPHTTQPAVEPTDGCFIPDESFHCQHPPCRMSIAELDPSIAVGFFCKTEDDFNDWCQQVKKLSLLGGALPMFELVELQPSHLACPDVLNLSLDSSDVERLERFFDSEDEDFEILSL
Numbers without * were called inactive; i = inactive; / = no result given.

SMILES	hIAP activ	SENP8 block	SENP1 inh	SENP6 block	GRIN3A LBD mod	PfG6PD inh	MPTP inh	ATG4B inhibitor
O=C(c1cc2ccccc2o1)N1CCN(S(=O)(=O)c2ccccc2)CC1	1	17.8	0.3	-1.1	0.2	2.2	-0.9	-10.0
O=C(CCc1ccccc1)N1CCN(Cc2ccc(F)cc2Cl)CC1	1.26	14.4	-4.5	-29.0	-0.7	-6.9	1.0	0.0
CCCSc1nc2c(cnn2-c2ccc(Cl)cc2)c(=O)[nH]1	0.875	23.4	-1.0	-10.4	0.1	-10.3	-0.8	-18.1
O=S1(=O)CC/C(=N/Nc2ccccn2)c2cc(F)ccc21	1.14	8.5	2.6	-15.4	-7.3	-2.6	1.0	-3.7
COc1cc(CCC(=O)Nc2sccc2C#N)cc(OC)c1OC	0.943	6.6	-3.3	4.5	0.8	-3.2	-0.5	-5.0
COc1cc(OC)c(-n2c(C)cc(C=O)c2C)cc1Cl	0.98	12.0	0.2	-17.9	-0.2	-6.3	0.3	0.4
CC(C)(C)n1cnnc1Sc1ccc([N+](=O)[O-])cn1	1.02	10.5	0.6	-7.6	0.4	-7.2	1.6	-0.3
N#Cc1cc(Oc2ccc3ccccc3c2)c(-n2nnc3ccccc32)cc1C#N	0.867	6.2	0.7	-6.5	12.7*	8.9	-0.6	-7.8
CCOC(=O)c1cn(CC)c2cc(N3CCCCC3)c(F)cc2c1=O	1.09	i	0.1	-9.7	-0.4	0.4	-0.8	-11.4
CC(C)NC(=O)c1ccc(C(C)C)cc1	/	6.7	2.3	/	0.8	6.9	0.7	2.8
O=C(Nc1ccc(Cl)c(Cl)c1)N1N=CCC1c1ccccc1 (stereo not drawn)	1.15	2.3	-0.2	-13.1	-9.1	24.8	0.0	-4.5
CC1=NN(C(=O)c2ccc(Cn3nc(C)c([N+](=O)[O-])c3C)cc2)C(O)(C(F)(F)F)C1 (stereo not drawn)	0.799	11.9	-0.7	-1.9	-0.5	-10.1	-2.5	-4.3

Complete entries as entered above.
CCOC(=O)c1cn(CC)c2cc(N3CCCCC3)c(F)cc2c1=O reads hIAP activ: 1.09; SENP8 block: i; SENP1 inh: 0.1; SENP6 block: -9.7; GRIN3A LBD mod: -0.4; PfG6PD inh: 0.4; MPTP inh: -0.8; ATG4B inhibitor: -11.4
CC(C)(C)n1cnnc1Sc1ccc([N+](=O)[O-])cn1 reads hIAP activ: 1.02; SENP8 block: 10.5; SENP1 inh: 0.6; SENP6 block: -7.6; GRIN3A LBD mod: 0.4; PfG6PD inh: -7.2; MPTP inh: 1.6; ATG4B inhibitor: -0.3
CC1=NN(C(=O)c2ccc(Cn3nc(C)c([N+](=O)[O-])c3C)cc2)C(O)(C(F)(F)F)C1 (stereo not drawn) reads hIAP activ: 0.799; SENP8 block: 11.9; SENP1 inh: -0.7; SENP6 block: -1.9; GRIN3A LBD mod: -0.5; PfG6PD inh: -10.1; MPTP inh: -2.5; ATG4B inhibitor: -4.3

Next part
SMILES	hIAP activ	SENP8 block	SENP1 inh	SENP6 block	GRIN3A LBD mod	PfG6PD inh	MPTP inh	ATG4B inhibitor
N#Cc1c(-c2cccc([N+](=O)[O-])c2)nc2n(c1=O)CCS2	0.69	-14.1	2.4	18.8	-2.0	-8.3	-0.9	-3.6
Cc1cccc(NC(=O)CSc2nnnn2-c2cccnc2)c1	1.16	14.7	3.4	-0.2	0.6	-8.2	1.7	4.0
CC(=O)Nc1ccc(S(=O)(=O)NC(C)c2ccccc2)cc1 (stereo not drawn)	0.983	10.2	1.8	-6.5	1.3	-12.2	-0.8	-0.4
COc1ccc(C2C(C(=O)Nc3cccc(C)n3)c3ccccc3C(=O)N2C)cc1 (stereo not drawn)	1.23	-4.1	-0.1	11.4	0.3	-15.9	-0.5	-2.4
COCCCNC(=O)[C@H]1N2C(=O)c3ccccc3C2SC1(C)C (stereo partly drawn)	0.963	10.9	3.6	-20.1	0.6	-5.5	0.0	2.8
COc1ccc(C(=O)Oc2c(OC)cc(C(=S)N3CCOCC3)cc2OC)cc1OC	1.07	11.1	1.6	1.9	-1.2	42.0	-1.6	-5.3
O=C(O)CSc1nnc(-c2ccccc2)o1	1.02	20.9	2.6	4.0	-0.4	-12.1	-0.2	-6.1
O=C(C1CCN(S(=O)(=O)N2CCC3(CC2)OCCO3)CC1)N1CCN(Cc2ccccc2)CC1	1.08	9.7	-0.6	-10.8	-0.8	-3.3	0.6	-4.4
COc1ccc(C(C(=O)NC2CCCC2)N(C(=O)c2ccoc2C)c2ccc(C)c(C)c2)cc1 (stereo not drawn)	1.44	19.5	0.8	-24.4	-1.3	4.9	2.0	-9.0
Cn1cnc2c(ncn2C2OC(CO)C(O)C2O)c1=S (stereo not drawn)	/	9.5	1.0	/	-0.2	-18.9	-0.9	2.7
COc1cc2c(cc1NC(=O)CSc1ccc(C)cc1)oc1ccccc12	0.662	-5.0	-1.3	-1.4	-11.7	19.9	-3.0	18.8
Cc1cc(N2CCC(C)CC2)nc2ccc(N3C(=O)CCC3=O)cc12	0.938	i	-10.0	6.1	2.1	-2.9	-1.3	-6.1
Fc1ccc(NC(=S)Nc2ccc(Cl)cc2Cl)cc1	1.03	/	/	11.1	0.6	6.0	/	5.5
c1ccc2c(c1)Nc1ccncc1S2	1.1	-461.5	-25.0	-9.0	-4.4	-11.1	2.2	1.7
Cc1ccc2c(c1)C(c1ccc(N3CCOCC3)cc1)=NNC(c1cccs1)=N2	0.832	-150.4	21.4	-2.5	-2.2	21.2	1.3	13.0
CCCCNc1nc(=S)n(-c2ccccc2)c(C)c1C(C)=O	0.971	21.9	0.9	-11.9	-1.3	-21.1	-2.3	3.3
C[C@H](CO)N1C[C@H](C)[C@H](CN(C)C(=O)c2ccccn2)Oc2cc(C#Cc3ccc(F)cc3)ccc2S1(=O)=O	/	-33.7	-16.8	/	/	11.5	0.8	/
Cc1ccc(-c2csc(NC(=O)c3cccc([N+](=O)[O-])c3C(=O)O)n2)cc1	0.88	8.5	2.7	-2.5	3.5	-21.5	-2.4	52.7*
Cc1cc(C)n2nc(C(=O)OCC(=O)N3CCC3)nc2n1	1.03	22.5	2.0	-9.5	0.2	-10.8	-2.0	11.5
C=C(C)c1cccc(C(C)(C)NC(=O)N2CCN(c3ccc(OC)cc3)CC2)c1	1.25	3.6	-1.3	-16.0	-1.7	7.1	0.2	3.5
CNC(=O)CCSc1ccc(C)cc1	0.898	2.9	2.5	12.4	0.1	-1.8	2.7	-11.5
CCCC(=O)NC(=S)Nc1ccccc1N1CCOCC1	1.15	19.3	1.5	4.0	-1.7	-0.6	10.5	-3.2
O=C(CN1CCOCC1)Nc1ccc2c(c1)CCC2	1.01	18.8	2.2	-15.3	0.1	-8.0	0.6	0.2
CC(C)N(C)C(=O)CCc1nnc(CCc2c[nH]c3ccccc23)o1	1.16	9.5	0.0	6.0	-2.6	17.3	2.5	-5.0
Cc1ccc(S(=O)(=O)n2nnc3ccccc32)c(C)c1C	1.04	12.2	0.1	6.6	-1.9	-15.4	-1.6	4.5
COc1ccc(CNC(=O)COc2ccc(C(=O)c3ccc(F)cc3)cc2)cc1	0.978	2.2	-2.1	-0.7	0.4	11.0	17.5	-5.5
COc1ccc(CNC(=O)CN2CCN(c3ccccc3)CC2)cc1	0.938	11.9	2.7	0.3	-2.7	0.6	0.2	-8.7
CN(C)CCCNC1CS(=O)(=O)CC1O (stereo not drawn)	1.01	24.8	4.6	8.3	0.5	-9.5	0.1	1.6
O=C(c1ccccc1)N1CCN(C(=S)NCc2ccc3c(c2)OCO3)CC1	0.816	-5.2	-0.3	-5.5	-0.3	-9.2	2.5	0.6
O=C(NCc1ccccc1)c1cc(-c2cccs2)on1	1.02	10.3	0.6	-11.7	5.8	4.7	-0.1	-2.6
CCN(CC(=O)Nc1ccc(NC(C)=O)cc1)C(=O)c1ccc(COc2ccc(C(C)(C)C)cc2)cc1	/	4.0	-2.0	/	3.3	24.0	1.9	-8.8
COc1ccc(OC)c(-c2nn(-c3ccccc3)cc2C(=O)NCC(c2cccs2)N2CCOCC2)c1 (stereo not drawn)	0.789	-4.6	0.6	4.7	2.9	4.8	-0.7	-13.9
Fc1ccc(-n2c(=S)[nH]c3cccnc32)cc1	1.31	-36.9	-11.4	-36.2	1.3	43.6	-1.1	2.9
Cc1ccc(S(=O)(=O)NCCc2c[nH]c3ccccc23)cc1	0.985	15.0	1.6	-15.1	22.9*	2.3	2.3	-9.3
COc1cc(CN2CCCC(C)C2)ccc1OCc1ccccc1 (stereo not drawn)	1.36	2.9	-0.8	-23.3	3.3	-8.4	0.7	-1.6
CN1CCc2nc(SC(C(=O)O)c3ccccc3)c(C#N)c(-c3cccs3)c2C1 (stereo not drawn)	0.966	-6.0	6.4	13.8	-2.4	33.9	-1.3	3.5
Cc1onc(-c2c(F)cccc2Cl)c1C(=O)N1C=CC(C(F)(F)Cl)=NCC1	0.887	14.2	-14.6	-2.6	2.2	1.0	3.6	3.1
COc1ccccc1N1CCN(/N=C/c2cc(OC)c(OC(C)=O)c(OC)c2)CC1	0.984	9.0	2.3	3.3	-1.3	8.1	0.4	-6.3
O=C(Cn1nc(-c2ccccc2)oc1=O)OCC(=O)c1ccccc1	1.01	9.3	2.5	-6.0	1.1	-18.7	0.1	-5.6
O=c1oc2c(-c3cccc(F)c3)cc(O)cc2s1	1.02	-16.5	3.5	-14.1	2.0	6.3	83.9*	11.6
N#Cc1ccc(CSc2nnc(NC(=O)CN3C(=O)C4CC=CCC4C3=O)s2)cc1 (stereo not drawn)	0.953	0.7	2.5	2.0	-0.4	-13.5	0.0	-7.3
COCCNC(=O)COc1ncnc2scc(-c3ccc(F)cc3)c12	1.08	-3.5	-2.7	-30.1	-0.6	14.2	-2.0	-6.0
N#C/C(=C\c1cccc(Oc2ccccc2)c1)C(=O)N1CCOCC1	0.82	21.5	1.3	9.6	2.1	8.8	-6.6	-6.5
C[C@H]1CN([C@@H](C)CO)S(=O)(=O)c2ccc(Br)cc2O[C@@H]1CN(C)C(=O)Cc1ccccc1	/	-5.6	0.0	/	/	-5.4	-2.1	/
CC1CCc2nn(CC(=O)NCCN3CCCCC3C)cc2C1 (stereo not drawn)	1.06	21.7	-57.0	2.1	2.2	10.3	-0.6	-7.5
O=C(NCc1cccs1)C(=O)NCC1OCCCN1S(=O)(=O)c1cccs1 (stereo not drawn)	0.827	10.9	0.0	1.4	0.2	6.6	1.3	-15.8
CCC1=C2CC[C@H]3C(=O)N(CC)C(=O)[C@H]3[C@H]2[C@@]2(Cc3ccccc3)C(=NCCOC)OC(=O)N2C1=O	0.946	13.2	8.1	6.3	-11.5	5.2	-0.4	-1.1
COc1ccc(N2CCN(C(=O)COC(=O)CCOc3ccc(C)cc3)CC2)cc1	1	11.9	-2.3	-8.8	-1.2	14.0	-0.2	-5.9
CCOC(=O)c1c(Cl)c(C)nn1-c1nc(OC)cc(OC)n1	1.01	13.9	0.8	-1.7	0.6	-6.8	-0.9	2.8
Cc1ccc(N(CN2C(=O)c3ccccc3C2=O)C(=O)c2ccc([N+](=O)[O-])cc2[N+](=O)[O-])cc1	0.915	22.0	0.4	35.7	-2.3	34.8	15.2	8.9
CC(NC(=O)C(=O)NCc1cccs1)c1ccccc1 (stereo not drawn)	0.899	2.7	0.1	-22.1	-1.0	-5.1	1.4	-8.7
Cc1ccn2c(NC(C)(C)C)c(-c3cccs3)nc2c1	0.939	-403.2	13.4	11.4	-1.9	10.8	1.2	5.0
O=C(CNS(=O)(=O)c1ccc(F)cc1)Nc1ccccc1	1.31	0.9	0.4	-4.0	0.9	-12.9	-0.1	-2.1
NS(=O)(=O)c1cc(C(=O)OCC(=O)c2ccccc2)c(Cl)cc1Cl	1.08	3.8	0.5	-11.4	0.0	-2.4	-1.4	-4.0
Cc1ccc(-n2c(N)cc(=O)nc2SCC(=O)NC2CCCCC2)cc1C	1.07	1.9	0.7	-7.1	1.9	-12.3	-0.7	-0.4
